Compound activity deposited in PubChem BioAssay by Southern Research Specialized Biocontainment Screening Center.
M. tuberculosis HTS: M. tuberculosis growth inhibition, HTS (AID 449762) | M. tuberculosis H37Rv growth inhibition, 7H9 media; higher % means a stronger effect | inhibition, % at 25 µM; hits with a dose series show IC50 in µM | hit rate 0.59% among 330,000; in the data active means a potency from the dose series; inconclusive means inhibition above about 70% without an active follow-up result;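 further: bacterial growth assessed after seven days of incubation; strong numbers were not always called active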
tuberculosis growth: growth inhibition of non-replicating M. tuberculosis (AID 488890). Mycobacterium tuberculosis non-replicating, growth inhibition; higher % means a stronger effect. inhibition, % at 25 µM, or IC50 in µM where a hit was titrated. hit rate 0.39% among 320,000; in the data active means a potency from the dose series; inconclusive means inhibition mostly from about 82% at the one dose, without a potency; inactive means the rest, 99 in 100 with inhibition below about 76%;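 further: plate controls were DMSO cells for no effect and high antibiotic wells for full effect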
Salmonella PhoP GFP: PhoP regulon inhibitors, Salmonella typhi PhoP promoter GFP reporter, confirmatory (AID 1850); Salmonella Typhi PhoP-promoter GFP reporter, fluorescence, 4 h; higher % means a stronger effect; inhibition, % at 50 µM; hits with a dose series show IC50 in µM; hit rate 0.33% among 310,000; in the data active means a potency from the dose series; inconclusive means inhibition mostly from about 25% at the one dose, without a potency; inactive means the rest, 99 in 100 with inhibition below about 19%;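 further: 0% = induced wells with vehicle and 100% = uninduced wells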
VEEV TC-83 Vero: inhibitors of VEEV TC-83 cytopathic effect, confirmation, Vero cells (AID 588727); Vero cells, VEEV TC-83 cytopathic effect inhibition; higher % means a stronger effect; inhibition, % at 20 µM, or IC50 in µM where a hit was titrated; hit rate 0.13% among 350,000; in the data active means a potency from the dose series; inconclusive means inhibition mostly from about 14% at the one dose, without a potency; inactive means the rest, 99 in 100 with inhibition below about 12%; further: strong numbers were not always called active
H1N1 NS1A inhibition: H1N1 influenza NS1A inhibitors, functional cell based assay (AID 504329). hit rate 0.3% among 340,000. inhibition, % at 12.5 µM; hits with a dose series show IC50 in µM. NS1A functional cell-based assay, percent inhibition; higher % means a stronger effect; in the data active means a potency from the dose series; inconclusive means inhibition above about 27% without an active follow-up result; further: strong numbers were not always called active
VEEV TC-83 Vero 10K pilot screen: second read-out of VEEV TC-83 Vero, no call of its own (marks repeat the call); inhibition, %; measured here: 10K pilot screen inhibition
Numbers without * were called inactive; i = inactive; ? = inconclusive; / = not tested or not shown.

SMILES	M. tuberculosis HTS	tuberculosis growth	Salmonella PhoP GFP	VEEV TC-83 Vero	H1N1 NS1A inhibition	others
Cc1[nH]c(=O)c(C#N)c(C)c1CCC(=O)NCc1ccc(Cl)cc1	0%	14%	4%	0.9%	-4%
Cc1ccccc1NC1(C#N)C(=O)Nc2ccccc21 (stereo not drawn)	3%	-12%	2%	0.3%	10%
CN(c1ccccc1)c1nc(N)c([N+](=O)[O-])c(NCc2ccco2)n1	6%	20%	1%	10%	3%
O=C(CSc1nc2ccccc2[nH]1)c1cccs1	-5%	33%	-8%	1.1%	12%
Cc1noc(C)c1S(=O)(=O)N1CCCC(C(=O)c2cccc(OC(C)C)c2)C1 (stereo not drawn)	-1%	23%	-14%	2.2%	7%
COc1ccccc1C(=O)NCCC(=O)Nc1cccc(C)n1	-1%	-7%	-10%	4.5%	-8%
Cc1cccc(-c2nc3cc([N+](=O)[O-])ccc3o2)c1	3%	/	2%	1.3%	-4%
Cn1c(NC(=O)c2ccc(C(C)(C)C)cc2)cc(=O)n(C)c1=O	2%	/	-14%	0.3%	23%
COc1ccc2cc(C(=O)N3CCN(c4ccc(F)cc4)CC3)[nH]c2c1	1%	3%	5%	2.3%	1%
Nc1cc(N)nc(SCC(=O)NCc2ccc3c(c2)OCO3)n1	4%	13%	/	3.0%	-6%
COc1ccc(C2C3=C(CC(C)(C)CC3=O)N(C)C3=C2C(=O)CC(C)(C)C3)cc1OC	-2%	-13%	-10%	1.3%	2%
CCC(C)c1ccccc1NC(=S)NC(=O)c1ccco1 (stereo not drawn)	4%	72%	-5%	5.5%	-11%
O=C(O)/C=C/C(=O)NCc1ccccc1	4%	-19%	-12%	1.1%	-4%
O=C(CSc1nnc(-c2ccccc2F)n1C1CCCCC1)Nc1cc(C(=O)O)ccc1Cl	-3%	20%	/	5.6%	-7%
O=C1N(S(=O)(=O)c2ccccc2F)C(=O)C2(CCCC2)N1S(=O)(=O)c1ccccc1F	-6%	6%	3%	1.3%	0%
CC(C)C(NC(=O)c1cccc(S(=O)(=O)N2CCOCC2)c1)C(=O)NCc1ccc(Cl)cc1 (stereo not drawn)	-1%	19%	/	i	-2%
COc1ccccc1OCCC(=O)Nc1ccc2c(c1)OCO2	6%	-1%	/	0.8%	2%
COC(=O)c1c(C(=O)OC)c2ccncn2c1Cl	-3%	-6%	12%	0.2%	3%
COc1ccc(OC)c(-c2csc(NC(=O)Cc3cccs3)n2)c1	-2%	-1%	5%	8.4%	5%
Cc1ncc([N+](=O)[O-])n1CC(=O)Nc1ccccc1	0%	-5%	-1%	0.8%	-3%
Cc1cccc(NC(=O)COc2cccc3c2CCN(Cc2ccccc2)C3=O)c1C	-3%	27%	-4%	3.5%	-14%
OCC[n+]1c2ccccc2nc2ccc(N3CCOCC3)cc21	?	73%	13%	28%	/
COc1cccc(/C=N/n2c(=S)n(C)c3ccccc32)c1OC	-1%	6%	4%	i	5%
CCOC(=O)Nc1ccc(N2CCOCC2)c(S(=O)(=O)N2CCOCC2)c1	2%	-18%	-5%	6.0%	-2%
COCCCNC(=O)CSc1nc2ccccc2c(=O)n1Cc1ccc2c(c1)OCO2	-3%	-8%	0%	1.2%	5%
Oc1c(C(c2cccs2)N2CCN(c3ccccc3)CC2)ccc2cccnc12 (stereo not drawn)	30%	?	3%	/	/
O=C(Nc1cccs1)Nc1cccnc1Cl	-1%	7%	-4%	i	-3%
CC(=O)N1CCN(S(=O)(=O)c2ccc(C)cc2)C1c1ccc(N(C)C)cc1 (stereo not drawn)	8%	12%	-8%	i	15%
Cn1c(N2CCN(C(=O)Nc3ccc(C(F)(F)F)cc3)CC2)nc2ccccc21	-11%	7%	-7%	6.5%	-6%
C/C(=N\NC(N)=S)C1(C)CC2(CC(C)(C)OC2=O)C(=O)O1 (stereo not drawn)	-8%	-16%	10%	0.4%	/
O=C(NC(Cc1ccc(O)cc1)C(=O)O)c1ccc2c(c1)OCO2 (stereo not drawn)	-6%	6%	/	1.5%	-2%
Cc1cc2cc(CNC(=O)COc3ccccc3)ccc2n1C	-2%	i	-10%	1.2%	22%
C=CCOc1cccc(C(=O)N2CCCC(CCC(=O)NCc3ccccc3F)C2)c1 (stereo not drawn)	62%	12%	2%	i	-2%
C=CCc1ccc(OCC(O)CN2CCN(c3ccccc3OC)CC2)c(OC)c1 (stereo not drawn)	-11%	31%	-9%	1.7%	-2%
Cc1nc2ccccc2c(=O)n1-c1ccncc1	3%	-1%	1%	i	13%
Fc1ccc(-n2nnc(-c3cccnc3Cl)n2)cc1	-5%	34%	-5%	0.4%	3%
COc1ccc(C2C=C(c3ccccc3)Nc3nc(NC(C)=O)nn32)cc1 (stereo not drawn)	4%	-9%	7%	/	/
CCOC(=O)c1c(NC(=O)OC)sc(C(=O)N(C)C)c1C	-9%	-9%	-10%	0.7%	8%
O=S(=O)(/N=C(/Nc1ccccn1)c1ccccc1)c1ccccc1	-9%	-1%	-10%	2.1%	-5%
CC1CCCCN1CC(=O)Nc1cc(S(=O)(=O)N2CCOCC2)ccc1N1CCCC1 (stereo not drawn)	2%	6%	-2%	1.5%	-1%
COC(=O)c1[nH]c2ccc(C)cc2c1NC(=O)Nc1ccccc1OC	-1%	5%	10%	7.3%	-3%
CC(C)(C)NC(=O)Cn1nc(C(F)(F)F)c2c1CCCC2	-8%	-15%	-1%	0.3%	-3%
NNC(=O)CCN(Cc1ccco1)S(=O)(=O)c1ccc(Cl)cc1	-5%	-6%	10%	i	11%
C1=C(C(c2nnnn2C2CCCCC2)N2CCCCC2)COc2ccccc21 (stereo not drawn)	-8%	6%	0%	0.1%	6%
CC(=N\Nc1ccc(Cl)cc1)/C(=N/O)C(=O)Nc1ccccc1	-7%	17%	1%	5.5%	5%
C(=N\NC1=Nc2cccc3cccc1c23)/c1ccccn1	/	/	/	7.7%	12%
Cn1cc(C(=O)NCc2ccc(F)cc2)c(=O)c2cc(S(=O)(=O)N3CCCCC3)ccc21	-3%	-1%	1%	3.6%	14%
CCc1nc2ccc(C(=O)N3CCN(c4ccc(Cl)cc4)CC3)cc2nc1CC	57%	34%	0%	1.7%	6%
CCN(CC)CCn1c(C)nc2c(sc3nc4c(cc32)COC(C)(C)C4)c1=O	-3%	0%	4%	/	/
Cc1ccc(C(=O)Nc2nnc(-c3cccs3)s2)cc1C	-5%	-16%	-5%	3.5%	1%

5 entries picked at random from the list so far, as already listed:
SMILES	M. tuberculosis HTS	tuberculosis growth	Salmonella PhoP GFP	VEEV TC-83 Vero	H1N1 NS1A inhibition	others
COc1ccccc1OCCC(=O)Nc1ccc2c(c1)OCO2	6%	-1%	/	0.8%	2%
Cc1cc2cc(CNC(=O)COc3ccccc3)ccc2n1C	-2%	i	-10%	1.2%	22%
O=C(Nc1cccs1)Nc1cccnc1Cl	-1%	7%	-4%	i	-3%
O=C(CSc1nnc(-c2ccccc2F)n1C1CCCCC1)Nc1cc(C(=O)O)ccc1Cl	-3%	20%	/	5.6%	-7%
CC(C)(C)NC(=O)Cn1nc(C(F)(F)F)c2c1CCCC2	-8%	-15%	-1%	0.3%	-3%

Carrying on.
SMILES	M. tuberculosis HTS	tuberculosis growth	Salmonella PhoP GFP	VEEV TC-83 Vero	H1N1 NS1A inhibition	others
CCn1cc(C(=O)OCC(=O)NCc2ccccc2Cl)c(=O)c2ccc(C)nc21	7%	41%	11%	4.6%	-4%
Cc1cc(C(=O)Nc2ccc(CC(=O)O)cc2)c(C)o1	1%	4%	5%	0.6%	0%
Cc1cccc(N2CCN(S(=O)(=O)c3ccc4c(c3)CCCN4C(=O)C3CCC3)CC2)c1C	2%	9%	3%	i	17%
O=C(CN1CC(=O)Oc2ccccc21)OCC(=O)c1ccc(Br)cc1	4%	79%	1%	2.1%	1.6µM*	VEEV TC-83 Vero 10K pilot screen=0.4
COc1ccc(C(=O)N/C(=C\c2cccc3ccccc23)C(=O)NCCc2c[nH]c3ccccc23)cc1OC	1%	17%	21%	7.1%	-5%
O=C(O)CSCC(=O)NCc1ccccc1Cl	-1%	5%	-2%	0.0%	-16%
Cc1ccc(NC(=O)Cc2ccccc2Cl)cc1S(=O)(=O)N(C)C	1%	31%	-10%	i	-4%
COc1cccc(CNS(=O)(=O)c2ccccc2Br)c1OC	/	/	/	2.0%	-18%
COc1cccc(/C=C2\SC(=S)N(C(C)C(=O)NC3C=CS(=O)(=O)C3)C2=O)c1 (stereo not drawn)	4%	-2%	-39%	0.5%	1%
CC(=O)OCCCN1c2ccccc2Nc2nnc(-c3ccccc3)cc21	-3%	-4%	-5%	8.8%	5%
COc1ccc(CCN2CC(C(=O)Nc3nccs3)CC2=O)cc1OC (stereo not drawn)	5%	2%	/	0.1%	-5%
CCCCNCCS(=O)(=O)NCc1ccccc1	/	/	/	0.1%	-7%
Cc1nc(N2CCN(c3ccccc3)CC2)[nH]c(=O)c1Cc1cccc2ccccc12	-25%	7%	-7%	/	/
O=C(NCC1CCN(Cc2cccc(Cl)c2)CC1)Nc1ccc(Cl)cc1	12%	70%	-22%	i	2%
CCCOC(=O)Nc1nnc(CCC)s1	-10%	8%	-3%	2.8%	-1%
CC(NS(=O)(=O)c1cccc(C(=O)O)c1)C12CC3CC(CC(C3)C1)C2 (stereo not drawn)	/	/	/	0.4%	-5%
CC(=O)Nc1ccc(NC(=O)C2CCCN2C(=O)NC2CCCCC2)cc1 (stereo not drawn)	-1%	-7%	5%	i	8%
O=C(COc1ccc(S(=O)(=O)NC2CCCCC2)cc1Cl)NCc1cccnc1	-7%	0%	10%	0.8%	-10%
FC(F)(F)c1ccc(/C=N/N2CCN(Cc3cccc4ccccc34)CC2)cc1	66%	14%	2%	i	0%
N#Cc1c(OCC(=O)c2ccccc2)nc2c(c1-c1ccco1)CCc1ccccc1-2	1%	/	-7%	i	-7%
Cc1ccccc1N1CCN(C2CCCN(C(=O)CCC(F)(F)F)C2)CC1 (stereo not drawn)	5%	27%	2%	i	-15%
C=C(C)CNC(=S)N/N=C(\C)c1ccc(OC)cc1	?	?	-3%	1.1%	6%
Oc1ccc2ccccc2c1C=NC1CCCCC1	21%	8%	1%	2.4%	6%
CCCCn1c(SC(C)C(=O)c2ccc(OC)cc2)nc2cc(S(N)(=O)=O)ccc21 (stereo not drawn)	-4%	2%	-1%	0.2%	-21%
O=C(CCc1ccccc1)NNc1ccc(F)cc1	?	79%	1%	7.5%	-2%
Cc1ccc(C(=O)NCC(=O)Nc2ccc(Cl)cc2)s1	-5%	-2%	/	i	-5%
Cc1ccc(S(=O)(=O)N2CCN(Cc3cc(C(C)C)ccc3O)CC2)cc1	-12%	16%	-4%	1.5%	-1%
CCc1ccc(CCC(=O)N2CCN(S(=O)(=O)c3sc(C(=O)O)c(C)c3C(=O)O)CC2)cc1	/	/	/	1.3%	-12%
Cc1cccc(NC(=O)CSc2nc3ccccc3c(=O)n2CC2CCCO2)c1 (stereo not drawn)	-3%	43%	/	1.2%	-10%
CCOc1ccc2[nH]c3nc(SCC(=O)NCC4CCCO4)nnc3c2c1 (stereo not drawn)	-1%	13%	-1%	2.2%	2%

A draw from above in order of length of the SMILES, low to high.
SMILES	M. tuberculosis HTS	tuberculosis growth	Salmonella PhoP GFP	VEEV TC-83 Vero	H1N1 NS1A inhibition	others
O=C(CCc1ccccc1)NNc1ccc(F)cc1	?	79%	1%	7.5%	-2%
Cc1ccc(C(=O)NCC(=O)Nc2ccc(Cl)cc2)s1	-5%	-2%	/	i	-5%
CCCCn1c(SC(C)C(=O)c2ccc(OC)cc2)nc2cc(S(N)(=O)=O)ccc21 (stereo not drawn)	-4%	2%	-1%	0.2%	-21%

Next part:
SMILES	M. tuberculosis HTS	tuberculosis growth	Salmonella PhoP GFP	VEEV TC-83 Vero	H1N1 NS1A inhibition	others
COC(=O)c1ccc2[nH]c(C(C)(C)O)c(C)c2c1	-3%	17%	-1%	0.1%	0%
Cc1cc(C)cc(NC(=S)NN)c1	11%	9%	-4%	0.4%	-4%
COc1ccccc1OCC(=O)Nc1cc(S(=O)(=O)N2CCOCC2)ccc1N1CCCCC1	7%	47%	/	4.8%	-1%
Cc1ccc2nc(N(CCCN(C)C)C(=O)c3ccc4ncsc4c3)sc2c1	6%	10%	7%	?	4%
Cc1nn(C)cc1CNCc1ccc(OCC(O)CN(C)Cc2ccccc2)cc1 (stereo not drawn)	-10%	-2%	-3%	0.2%	12%
O=C(/C=C/c1ccc2c(c1)OCCO2)c1ccc(O)cc1	14%	41%	7%	9.4%	17%
C=CCSc1nc2sc3c(c2c(=O)n1CC=C)CCc1ccccc1-3	11%	62%	-1%	i	1%
